# ROC1-CUL1 inh: inhibitors of human ROC1-CUL1 ubiquitin ligase activity. E3 ubiquitin-protein ligase RBX1 (Homo sapiens) + Cullin-1 (Homo sapiens), P62877+Q13616. in vitro K48 di-Ub FRET, acceptor:donor ratio, 45 min. inhibition, % at 10 µM. actives 0.6% (n = 140,000); in the data active = inhibition above about 25%
# Target sequence (P62877 whole entry, looked up): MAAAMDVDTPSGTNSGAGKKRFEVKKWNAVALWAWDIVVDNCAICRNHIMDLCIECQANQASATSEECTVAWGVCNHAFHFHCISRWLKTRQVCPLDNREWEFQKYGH
# Target sequence (Q13616 whole entry, looked up): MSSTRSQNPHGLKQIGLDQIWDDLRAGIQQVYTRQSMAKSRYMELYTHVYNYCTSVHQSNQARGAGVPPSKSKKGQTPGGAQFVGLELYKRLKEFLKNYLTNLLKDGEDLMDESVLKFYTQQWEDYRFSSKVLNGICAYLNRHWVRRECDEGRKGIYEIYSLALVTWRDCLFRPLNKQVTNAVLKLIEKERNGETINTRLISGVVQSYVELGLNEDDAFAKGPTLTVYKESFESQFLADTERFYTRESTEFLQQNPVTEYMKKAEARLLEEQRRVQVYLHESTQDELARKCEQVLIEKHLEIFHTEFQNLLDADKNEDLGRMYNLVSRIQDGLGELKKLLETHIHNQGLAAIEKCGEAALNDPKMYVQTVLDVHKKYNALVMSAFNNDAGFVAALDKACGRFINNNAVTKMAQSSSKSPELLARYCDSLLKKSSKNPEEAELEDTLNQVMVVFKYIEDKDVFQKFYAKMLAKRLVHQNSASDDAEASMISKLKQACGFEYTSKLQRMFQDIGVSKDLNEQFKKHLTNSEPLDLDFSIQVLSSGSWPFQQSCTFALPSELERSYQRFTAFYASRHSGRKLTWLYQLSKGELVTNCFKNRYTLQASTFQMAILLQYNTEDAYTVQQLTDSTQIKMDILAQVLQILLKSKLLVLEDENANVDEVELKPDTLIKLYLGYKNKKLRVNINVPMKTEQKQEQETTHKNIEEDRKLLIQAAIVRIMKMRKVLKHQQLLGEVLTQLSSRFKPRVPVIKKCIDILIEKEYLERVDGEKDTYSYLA
# An asterisk follows results filed as active. Some of the compounds tested; the hit share may differ from the screen's.
no. | Structure | ROC1-CUL1 inh
1 | COc1ccc(C(=O)COC(=O)c2cccc(N3C(=O)c4ccc(C(=O)OCC(=O)c5ccc(OC)cc5)cc4C3=O)c2)cc1 | 3
2 | COc1ccc(-c2cccc(-c3ccn[nH]3)c2)cn1 | 9
3 | CCn1c2ccccc2c2cc(NC(=O)C34CCC(C)(C(=O)O3)C4(C)C)ccc21 (stereo not given) | 0
4 | O=C(c1cccnc1)N1CCCC(CCc2ccc(F)c(F)c2)C1 (stereo not given) | 4
5 | CCOc1ccccc1CNCc1cccn1-c1nnc(N2CCN(c3ccccc3)CC2)s1 | -1
6 | COC(=O)c1c(NC(=O)C2CC=CCC2C(=O)O)sc(C(N)=O)c1C (stereo not given) | -6
7 | CCCCn1c(CN(CC2CCC(=O)N2)C(C)C)cnc1S(=O)(=O)CC (stereo not given) | 1
8 | CCOc1ccc(Nc2ncnc3onc(-c4ccc(Cl)cc4)c23)cc1 | -4
9 | Cc1c(CNC2CCCCCC2)c(C(=O)O)c(C)n1Cc1ccc(F)cc1 | 9
10 | CCCc1nc2nc(C)c(NS(=O)(=O)c3ccc(C)c(C)c3)c(=O)n2[nH]1 | 6
11 | Cn1c(=O)c2c(NC(C)(C)C)cc(Cl)nc2n(C)c1=O | 2
12 | COc1ccc(Cl)cc1C(=O)NCc1cnn(C)c1C | -12
13 | O=c1[nH]c(-c2ccc(-c3ccccc3Cl)o2)nc2sc3c(c12)CCCC3 | 12
14 | COC(=O)c1oc2c(c1C)C(=O)CC(C)(C)C2 | -7
15 | Cc1nc2c(-c3ccc(F)cc3)c(C)nn2c(C)c1CCC(=O)NCc1ccc(Cl)cc1 | -6
16 | COc1ccc2ccc(OC)c(/C=C3\SC(=O)N(c4ccc(Cl)cc4)C3=O)c2c1 | -7
17 | Cc1ccc(CNC(=O)CCc2c(C)nc3c(c(C)nn3-c3ccccc3)c2C)cc1 | 8
18 | CCC(=O)N1CCc2cc(S(=O)(=O)NC(CC(C)C)C(=O)Nc3ccc(CC)cc3)ccc21 (stereo not given) | 12
19 | Cc1nnc(SCc2ccc(F)cc2)n1NC/C=C/c1ccccc1 | 7
20 | COc1ccccc1OCC(=O)Nc1ccc(-c2nc3cc4ccccc4cc3[nH]2)cc1 | -6
21 | Cc1ccc(C)c(N2CCN(C(=O)Cn3ncc4c(=O)oc5ccc(C)cc5c43)CC2)c1 | -3
22 | COc1cccc(-c2nc(CS(=O)(=O)CC(=O)NCCCN3CCN(C)CC3)c(C)o2)c1 | -2
23 | Cc1ccccc1C1CC(=O)c2c(C)nc(N3CCOCC3)nc2C1 (stereo not given) | -3
24 | CCOc1cc(/C=N/NC(=O)c2cc(-c3cccc(OC)c3)n[nH]2)ccc1O | -2
25 | Cc1oc(-c2ccccc2F)nc1Cn1c(SCc2ccccc2F)nc2ccncc21 | 5
26 | Cc1ccc(CN(C)Cc2cnc(S(C)(=O)=O)n2CC(C)C)cc1 | -3
27 | CCOc1ccc(-n2c(=O)c3c(C)c(C)sc3n(CC(=O)c3ccccc3)c2=O)cc1 | 0
28 | CN1CCC(CN(CCc2ccccc2)C(=O)C2CCCC2)CC1 | 8
29 | COc1ccccc1N1CCN(c2ncnc3onc(-c4cccc(Cl)c4)c23)CC1 | -3
30 | O=C1CC(C(=O)Nc2ccc(Br)cc2)SC(=N/N=C\c2ccco2)N1 (stereo not given) | -13

# The last two records of the section above are carried over, then new ones follow:
no. | Structure | ROC1-CUL1 inh
29 | COc1ccccc1N1CCN(c2ncnc3onc(-c4cccc(Cl)c4)c23)CC1 | -3
30 | O=C1CC(C(=O)Nc2ccc(Br)cc2)SC(=N/N=C\c2ccco2)N1 (stereo not given) | -13
31 | COc1ccccc1NC(=O)CCNS(=O)(=O)c1ccc2c(c1)CCN2C(=O)C1CC1 | -3
32 | COCCCNC(=O)C1CCCN(c2nc(-c3ccccc3)nc3c2CCC3)C1 (stereo not given) | -5
33 | CCCC1=Nc2cc(C(=O)NC(C)c3ccccc3)ccc2Sc2ccc(C)cc21 (stereo not given) | 2
34 | CC(C)CC(=O)n1nc(-c2ccco2)nc1NCc1ccc(Cl)cc1 | 2
35 | CCc1c(C)nc(SCC(=O)N2CCN(c3ccccc3OC)CC2)[nH]c1=O | -8
36 | CCOC(=O)c1ccc(NC(=S)NC2CC(C)(C)NC(C)(C)C2)cc1 | 7
37 | O=[N+]([O-])c1cn(CNc2ccncc2)cn1 | 1
38 | Cc1ccc(Nc2nc(Cl)nc(N3CCOCC3)n2)cc1Cl | -6
39 | CN(C)c1ccc(-c2nc(-c3ccncc3)no2)cc1[N+](=O)[O-] | 7
40 | CCOC(=O)c1cnc2c(Cl)cccc2c1NCCc1ccccc1 | 3
41 | Cc1cccc(NC(=O)c2snnc2C)c1C | -3
42 | CC(=O)Nc1nnc(CC(C)(C)C)s1 | 12
43 | O=C(COc1ccc2ccccc2c1)NCC(=O)N/N=C/c1ccc(OCc2ccc(F)cc2)cc1 | -1
44 | CCC(=O)N[C@@H]1c2ccccc2C2(CCN(C(=O)c3cnsn3)CC2)[C@H]1OCc1cccnc1 | 7
45 | O=C(/C=C/c1ccco1)CC1(O)C(=O)N(Cc2ccccc2Cl)c2ccccc21 (stereo not given) | 5
46 | NC(=O)COc1ccccc1/C=C1/SC(=O)NC1=O | -3
47 | CC(=O)c1cccc(NC(=O)C2=CC(c3ccc(F)cc3)=NS(=O)(=O)N2C)c1 | 4
48 | CC(C)(C)NC(=O)c1ccc2c3c(onc13)-c1ccccc1C2=O | 3
49 | CCOC(=O)c1c(NC(=O)COc2ccc(C)cc2Br)sc(C)c1C | 10
50 | Cc1cc(-c2ccc(C)c(S(=O)(=O)N(Cc3cccs3)C(C)C)c2)on1 | 1
51 | Cc1cccc(N2CCN(S(=O)(=O)c3ccc(N4CCCC4=O)cc3)CC2)c1 | -8
52 | CN1C(=O)C2C(=NC(=O)C2(NC(=O)c2ccccc2)C(F)(F)F)N(C)C1=O (stereo not given) | -1
53 | CCCn1cc(NC(=O)Cn2cc(-c3nc(C)ccc3C#N)cn2)nn1 | 4
54 | C=CCn1c(SCC(=O)N2N=C(c3ccco3)CC2c2ccco2)nnc1-c1ccncc1 (stereo not given) | -4
55 | COCc1cc(C)nc2sc(C(=O)Nc3ccc(C(C)=O)cc3)c(N)c12 | 0
56 | CCCCCCOc1ccc(/C=C/C(=O)Nc2sc3c(c2C(=O)OC)CCC3)cc1OC | -2
57 | CCCC12CN3CC(C)(CN(C1)C3c1cc(Br)ccc1O)C2=O (stereo not given) | -2
58 | Cc1ccccc1-c1cnnc(N2CCOCC2)n1 | 10
59 | Cc1ccc(CNc2nnc(C)c3nnn(Cc4ccc(F)cc4)c23)cc1 | 10
60 | CC(=O)c1ccc(NC(=O)Cn2cc3c(n2)CCCC3)cc1 | 11

# Random excerpt: 4 entries already listed, in no set order.
no. | Structure | ROC1-CUL1 inh
54 | C=CCn1c(SCC(=O)N2N=C(c3ccco3)CC2c2ccco2)nnc1-c1ccncc1 (stereo not given) | -4
57 | CCCC12CN3CC(C)(CN(C1)C3c1cc(Br)ccc1O)C2=O (stereo not given) | -2
38 | Cc1ccc(Nc2nc(Cl)nc(N3CCOCC3)n2)cc1Cl | -6
53 | CCCn1cc(NC(=O)Cn2cc(-c3nc(C)ccc3C#N)cn2)nn1 | 4

# The main list resumes; the 4 compounds before the break are reprinted first.
no. | Structure | ROC1-CUL1 inh
57 | CCCC12CN3CC(C)(CN(C1)C3c1cc(Br)ccc1O)C2=O (stereo not given) | -2
58 | Cc1ccccc1-c1cnnc(N2CCOCC2)n1 | 10
59 | Cc1ccc(CNc2nnc(C)c3nnn(Cc4ccc(F)cc4)c23)cc1 | 10
60 | CC(=O)c1ccc(NC(=O)Cn2cc3c(n2)CCCC3)cc1 | 11
61 | COc1ccc(C(CC(=O)Nc2cc(OC)c(OC)c(OC)c2)N2Cc3ccccc3C2=O)cc1 (stereo not given) | -3
62 | CCOC1(OCC)C2(Cl)C(Cl)=C(Cl)C1(Cl)C1C(=O)C=CC(=O)C12 (stereo not given) | -7
63 | CCc1ccc(C2c3c(oc4ccc(C)cc4c3=O)C(=O)N2c2nc(C)c(C)s2)cc1 (stereo not given) | 1
64 | CCc1ccc(OCC(=O)NCc2c(C)nn(C)c2C)cc1 | -5
65 | CCS(=O)(=O)N1CCCC(C(=O)Nc2cc(C)cc(C)c2)C1 (stereo not given) | 7
66 | COc1ccc2ccccc2c1C1N(Cc2ccccc2)CCN1Cc1ccccc1 | 8
67 | CC(=O)c1ccc(NS(=O)(=O)c2cc(-c3cnc(C4CC4)o3)ccc2C)cc1 | 5
68 | COc1cc(OC)c(N=C2c3ccccc3C(=O)C2c2ccc(C(F)(F)F)cc2)cc1Cl (stereo not given) | -4
69 | COc1ccc(C2CC(=O)C3C(=NC(C)=C(C(=O)OCc4ccccc4)C3c3ccc4c(c3)OCO4)C2)cc1 (stereo not given) | -3
70 | CS(=O)(=O)c1ncc(CN2CCC(c3ccncc3)CC2)n1CC1CCCCC1 | 1
71 | Cc1ncsc1Cn1ncc(N2CCOCC2)cc1=O | 6
72 | O=C(c1cccc(NS(=O)(=O)c2cccc(F)c2)c1)N1CCCC1 | 9
73 | Cc1cc(C(=O)NCC2CCCN(C(=O)Nc3ccccc3-c3ccccc3)C2)no1 (stereo not given) | 7
74 | O=C(NCc1ccc(F)cc1)c1ccc(CSc2nc3ccncc3n2Cc2ccc(F)cc2)cc1 | 6
75 | CC(=O)c1cccc(-n2c(=O)c3c4c(sc3n(CC(=O)c3ccc(Cl)cc3)c2=O)CN(C(C)=O)CC4)c1 | -2
76 | O=C1CCC(CCC(=O)N2CCCC(C(=O)c3cccnc3)C2)(Cc2cccc3ccccc23)N1 (stereo not given) | -10
77 | N#CCSc1nsc(SCC#N)n1 | 10
78 | CSc1nc2ccc(S(=O)(=O)Nc3ccccc3C)cc2s1 | 7
79 | CCc1nn2c(=O)cc(COC(=O)c3ccccc3NC(=O)c3cccs3)nc2s1 | -7
80 | COc1ccccc1N=CC1C(=O)NC(=O)N(c2cccc(C)c2)C1=O (stereo not given) | -8
81 | CCn1c(Cc2ccccc2)nnc1SCC(=O)Nc1cccc(C)c1C | -6
82 | COC(=O)c1ccc(NC(=O)Cn2ccn3nc(-c4ccc(OC)cc4)cc3c2=O)cc1 | -4
83 | COCCCNC(=O)Cn1c(=O)n(-c2ccccc2)c(=O)c2c1c1cc(OC)ccc1n2C | -6
84 | Cc1nnc(CN(C)C(=O)c2ccc3nc(Cc4ccccc4F)oc3c2)o1 | 0
85 | Cc1[nH]nc2c1C(c1cccc(OCc3ccc(F)cc3)c1)C(C#N)C(=N)O2 (stereo not given) | 4
86 | COCC1CCN(C(=O)c2cn(Cc3ccccc3Cl)nn2)CC1 | 5
87 | COc1ccc(/C=N/n2c(COc3ccccc3C)nc3ccccc3c2=O)cc1 | -4
88 | Cc1ccc(NC(=O)CSc2nnc(-c3cc4occc4n3C)n2-c2ccccc2C)cc1F | -8
89 | C=CCN1C(=O)S/C(=C/c2cccn2-c2ccc(Br)cc2)C1=O | 4
90 | O=C(CCCc1nc(-c2ccc(Cl)cc2)no1)NCc1ccco1 | 5
91 | Cc1ncc(CN2CCC(C3CCN(CC(C)C)CC3)C2)n1C (stereo not given) | 3
92 | COc1ccccc1N1CCN(C(=O)c2cc(S(=O)(=O)N3CCC(C)CC3)cn2C)CC1 | 6
93 | CC(C)c1cc2ccc1CCc1ccc(cc1)CC2 | 1
94 | CCOC(=O)c1conc1-c1ccc(Br)cc1 | 0
95 | O=C(NCc1ccc(Cl)cc1)c1cc(S(=O)(=O)N2CCCCC2)c[nH]1 | 1
96 | CCOC(=O)c1cccc(NC(=O)CC(c2cc(OC)c(OC)c(OC)c2)N2Cc3ccccc3C2=O)c1 (stereo not given) | -7
97 | COCCn1c(-c2ccccn2)nc2cc(NC(C)=O)cc(C(=O)N(C)Cc3ccc(F)cc3)c21 | 2
98 | Cc1ccc(NC(=O)Cn2nc(-c3ccc(F)cc3)c3cnc4ccc(C)cc4c32)cc1 | -6
99 | COc1ccc(Cl)cc1-c1nc(N)nc(N(C)C)n1 | 1
100 | N#Cc1c(C(F)(F)F)cc(C23CC4CC(CC(C4)C2)C3)nc1SCC(=O)O | 14
101 | COC(=O)c1ccc(C2OCCO2)cc1 | 7
102 | Cn1c2ccccc2c2cnn(CC(=O)NCCCN3CCN(c4ccccc4F)CC3)c(=O)c21 | 5
103 | Cc1ccc(C)c(NC(=O)Cn2c(=O)n(Cc3cccs3)c(=O)c3cccnc32)c1 | -1
104 | O=C(c1cc(COc2ccccc2F)[nH]n1)N1CCCCC1CO (stereo not given) | 5
105 | COc1ccccc1Oc1ncccc1CNC(=O)c1cc(C)[nH]n1 | -9
106 | CCOc1ccc(NC(=O)CCc2c(C)nc3nc(C)nn3c2C)cc1 | 1
107 | CCn1nnc2cc(C(=O)Nc3cccc(Cl)c3)ccc21 | 3
108 | O=C(c1ccc2c(c1)N(Cc1ccc(Cl)cc1)C(=O)c1ccccc1S2(=O)=O)N1CCCC1 | 1
109 | COc1cc(NC(=O)CC2C(=O)OCCN2Cc2ccccc2)cc(OC)c1 (stereo not given) | 2
110 | O=C1NC(=S)NC(=O)C1=Cc1ccc(OCc2ccc(Cl)cc2)c(Cl)c1 | 4
111 | CNC(=O)c1ccc(Nc2nnc(-c3ccc(C)c(S(=O)(=O)N4CCCCC4)c3)c3ccccc23)cc1 | 1
112 | Cc1ccc(N2CC(C(=O)N3CCc4ccccc4C3)CC2=O)c(C)c1 (stereo not given) | -3
113 | COCCCNC(=O)c1cn(CCOC)c(=O)c2c1c1ccccc1n2C | 3
114 | Cc1nnc(NC(=O)CSCC2=Nc3ccccc3C(=O)C2)s1 | -4
115 | CC(C)c1ccc(CNC(=O)c2ccc(N3CCCC3)c(NC(=O)NCc3ccc(F)cc3)c2)cc1 | 6
116 | CC(C)CN1CC(=NC(=O)NCc2cccc(Cl)c2)c2ccccc2C1=O | 8
117 | CCOc1cc(Cl)c(NC(=O)Cc2ccccc2)cc1OCC | 3
118 | Cc1ccc(S(=O)(=O)NCC2CCC(C(=O)NCCc3ccccc3)CC2)cc1 (stereo not given) | -7
119 | O=C(/C=C/c1c(Cl)cccc1Cl)Nc1ncccn1 | -3
120 | CSCCNCc1c(C(=O)N(C)C)nc2ccc(Cl)cn12 | 0
121 | Cc1c(Br)c(C(=O)Nc2ccc(C(=O)N3CCCCC3)cc2)nn1C | 2
122 | O=C(NC1CCCCCC1)C1c2ccccc2C(=O)N1Cc1ccccc1Cl (stereo not given) | 5
123 | COc1ccc(-c2cnnc(N3CCN(CC(=O)NC(C)C)CC3)n2)cc1 | 3

# Bioassay records (PubChem)
